ABHD5 PLIN5 PPI – ABHD5-PLIN5 protein interaction inhibition; AID 602281; inhibition, % at 4 µM; Split G. princeps luciferase complementation, luminescence, 4 h; hit rate 0.78% among 360,000;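 active means inhibition above the mean inhibition across every tested compound plus 3 SD, cut at about 22% in these data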;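 further: 0% = DMSO only wells and the 100% control is not disclosed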
NCOA3 inh – human NCOA3 inhibition. Q9Y6Q9. HEK293 GAL4-SRC3 luciferase reporter, luminescence. inhibition, % at 3.6 µM. hit rate 0.17% among 360,000. AID 588352;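 active means inhibition above a per-campaign cutoff, the mean of all compounds plus 3 SD, cut at about 60% in these data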;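 further: 0% = DMSO-treated cells and 100% = gossypol-treated cells at 36 µM; higher means less SRC3-driven luciferase light from the GAL4 reporter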
Target sequence (Q9Y6Q9 whole entry, looked up, the tested form may be a part): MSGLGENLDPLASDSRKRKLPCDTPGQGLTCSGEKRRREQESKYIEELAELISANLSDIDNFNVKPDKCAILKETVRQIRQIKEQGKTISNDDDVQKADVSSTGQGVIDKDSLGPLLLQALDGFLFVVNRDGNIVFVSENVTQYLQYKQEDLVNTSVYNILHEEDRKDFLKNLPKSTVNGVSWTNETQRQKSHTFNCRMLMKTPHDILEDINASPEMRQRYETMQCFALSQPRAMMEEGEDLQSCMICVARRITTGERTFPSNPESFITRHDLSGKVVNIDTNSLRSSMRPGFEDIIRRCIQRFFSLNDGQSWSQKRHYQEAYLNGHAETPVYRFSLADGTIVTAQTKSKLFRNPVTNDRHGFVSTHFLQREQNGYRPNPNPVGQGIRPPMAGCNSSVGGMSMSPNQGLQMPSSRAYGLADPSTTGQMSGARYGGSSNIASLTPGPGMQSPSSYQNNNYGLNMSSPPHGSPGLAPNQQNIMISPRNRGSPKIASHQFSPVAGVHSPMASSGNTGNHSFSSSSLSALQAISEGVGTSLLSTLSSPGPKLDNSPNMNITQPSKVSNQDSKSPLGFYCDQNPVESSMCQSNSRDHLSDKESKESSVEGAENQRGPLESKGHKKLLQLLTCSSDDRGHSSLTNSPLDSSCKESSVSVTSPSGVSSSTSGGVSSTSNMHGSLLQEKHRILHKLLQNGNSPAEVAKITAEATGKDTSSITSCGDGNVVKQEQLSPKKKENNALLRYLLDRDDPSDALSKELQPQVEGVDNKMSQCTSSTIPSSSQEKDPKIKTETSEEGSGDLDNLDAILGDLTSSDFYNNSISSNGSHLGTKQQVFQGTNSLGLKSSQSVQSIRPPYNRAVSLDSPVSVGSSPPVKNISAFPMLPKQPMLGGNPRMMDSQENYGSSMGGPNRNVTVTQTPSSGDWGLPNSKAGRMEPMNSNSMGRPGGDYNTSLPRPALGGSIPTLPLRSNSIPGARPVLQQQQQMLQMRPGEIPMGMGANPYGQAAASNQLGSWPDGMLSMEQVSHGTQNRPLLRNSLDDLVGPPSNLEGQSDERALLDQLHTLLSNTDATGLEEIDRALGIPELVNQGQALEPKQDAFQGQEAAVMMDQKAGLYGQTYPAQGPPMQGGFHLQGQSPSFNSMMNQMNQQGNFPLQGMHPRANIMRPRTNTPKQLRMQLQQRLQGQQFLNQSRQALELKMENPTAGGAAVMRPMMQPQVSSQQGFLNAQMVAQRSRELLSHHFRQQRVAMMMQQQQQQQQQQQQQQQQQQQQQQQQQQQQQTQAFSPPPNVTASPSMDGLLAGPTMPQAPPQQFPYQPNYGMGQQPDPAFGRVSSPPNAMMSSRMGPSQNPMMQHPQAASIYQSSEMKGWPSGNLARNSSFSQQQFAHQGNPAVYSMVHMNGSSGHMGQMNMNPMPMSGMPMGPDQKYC
Granule exo inh – lytic granule exocytosis inhibition | hit rate 0.66% among 360,000 | TALL-104 LAMP-1 surface exposure, flow cytometry; cells stimulated with thapsigargin and PMA | AID 651702 | inhibition, % at 10 µM;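 active means inhibition above about 55%, limit read from the data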
TROY NFkB inh – TROY signaling inhibition; Q293 LMP1-TROYcd NF-kB luciferase reporter, 4 h; inhibition, % at 10 µM; hit rate 0.98% among 360,000; AID 1347056;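 active means compounds whose plate-normalised and pattern-corrected inhibition of the luciferase reporter signal at the single screening dose is 50% or more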
SRC2 inh – inhibits human steroid receptor coactivator 2; Q15596; HEK293 GAL4-SRC2 luciferase reporter, luminescence; inhibition, % at 9 µM; hit rate 0.17% among 370,000; AID 651957;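 active means inhibition above the mean inhibition of all tested compounds plus 3 SD, set per campaign, cut at about 52% in these data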;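 further: 0% = DMSO treated cells and 100% = cells given Gossypol at 36 µM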
TLR9-MyD88 inh – TLR9-MyD88 interaction inhibition | Q9NR96+Q99836 | CHO BLA complementation TLR9-MyD88, CCF4 FRET ratio | inhibition, % at 4.98 µM | hit rate 0.21% among 340,000 | AID 504734;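 active means inhibition above the mean over all tested compounds plus 3 SD, cut at about 21% in these data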;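 further: 0% = DMSO only wells and 100% = clavulanate BLA inhibitor control wells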
NCOA1 inh – inhibitors of human steroid receptor coactivator 1 (SRC1); Q15788; HEK293 GAL4-SRC1 luciferase reporter, luminescence; inhibition, % at 3.6 µM; hit rate 0.12% among 360,000; AID 588354;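 active means inhibition above the campaign mean plus 3 SD, with each screening campaign given its own cutoff, cut at about 60% in these data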;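 further: 0% = DMSO treated cells and 100% = gossypol at 36 µM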
TWEAK-Fn14 inh – blocks TWEAK-Fn14 interaction in a reporter cell assay | TWEAK-stimulated Fn14 reporter cells, luciferase luminescence, 8 h | inhibition, % at 10 µM | hit rate 2% among 360,000; in the data active means inhibition above about 50%
NR2F2 inh – blocks human COUP-TFII nuclear receptor; P24468; HEK293T NGFI-A luciferase reporter, luminescence; inhibition, % at 8.6 µM; hit rate 0.7% among 370,000;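 active means inhibition above a per-plate cutoff, mean inhibition of test wells between control levels plus 3 SD, cut at about 38% in these data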;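 further: cells cotransfected with COUP-TFII expression vector driving the NGFI-A reporter; 0% = median of COUP-TF2 test wells and 100% = reporter-only cells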
NR5A2 inv ag – suppresses constitutive activity of human LRH-1; inhibition, % at 3.6 µM; hit rate 0.13% among 360,000; O00482; HEK293T StAR-luciferase reporter, LRH-1 transfected, 24 h;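 active means inhibition above the mean inhibition of all tested compounds plus 3 SD, cut at about 73% in these data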;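 further: 0% = DMSO wells and 100% = reporter-only cells lacking LRH-1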
NOD2-RIPK2 inh – inhibitors of human NOD2-RIPK2 interaction; CHO BLA complementation NOD2-RIPK2, CCF4 ratio; O43353; hit rate 0.38% among 360,000; inhibition, % at 4.98 µM; AID 624267; in the data active means inhibition above about 21%;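 further: 0% = vehicle only and 100% = reference blocker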
Starred values were filed as active, the others as inactive; / = no result given. Not all compounds are listed. The share of hits here may be higher or lower than overall.

SMILES	ABHD5 PLIN5 PPI	NCOA3 inh	Granule exo inh	TROY NFkB inh	SRC2 inh	TLR9-MyD88 inh	NCOA1 inh	TWEAK-Fn14 inh	NR2F2 inh	NR5A2 inv ag	NOD2-RIPK2 inh
CC(C)C1C(=O)CC(c2ccccc2)NC1c1ccccc1 (stereo unspecified)	2	4	0	-13	-13	-2	-27	-18	10	1	5
COc1ccc(CNC(=O)COC(=O)c2cc(C)nc3ccccc23)cc1	2	-6	-11	2	-7	6	2	-5	6	15	6
CC1CCCCCCC1OC(=O)c1ccccc1C(=O)O (stereo unspecified)	4	9	-6	5	-21	2	-5	5	0	12	-3
CC(C)C(NC(=O)c1ccccc1NC(=O)C(C)(C)C)C(=O)N1CCOCC1 (stereo unspecified)	-8	16	6	9	-1	8	-7	-6	1	2	-7
CN1CCN(c2nc(-c3cccs3)cs2)CC1	1	-9	2	-9	-21	4	-13	-3	-11	-23	5
CN(C(=O)c1cncc(Br)c1)C1C2CC3CC(C2)CC1C3 (stereo unspecified)	0	-15	-15	-30	-5	1	-13	0	11	3	-7
COC(=O)C1=C(C)N(C)C(=O)NC1c1cc(Cl)c(O)c(OC)c1 (stereo unspecified)	2	12	-2	15	7	1	-5	-19	11	2	-13
CCCCN1C(=N)N([C@@H](CN2CCC[C@H]2CN2C(N)=NC[C@@H]2Cc2ccccc2)C(C)C)C[C@H]1Cc1ccccc1	7	14	4	-11	-5	-4	2	-9	1	14	-2
Cc1cc(C)cc(NC(=O)N(C)Cc2ccccc2)c1	4	-1	8	-9	-1	/	-10	-12	-7	3	-13
O=C(CSc1nc2ccccc2n1Cc1ccc(Cl)cc1)N/N=C/c1ccccc1C(=O)O	-2	18	3	-9	-10	6	-4	1	7	15	0
COC(=O)c1cc(Br)c(=O)n(CCN2CCCCC2)c1	2	5	2	-9	-14	-7	-23	-12	7	-4	-4
Cc1ccc(Cl)c(NC(=O)COC(=O)c2nn(-c3ccccc3)cc2O)c1Cl	3	-1	6	-6	-5	-7	-7	-9	3	-16	0
CCn1c(SCC(=O)c2cc(OC)ccc2OC)nnc1C1CC1	2	12	3	-2	-7	-3	0	8	-4	0	-11
Cc1nn(Cc2ccccc2Cl)c2sc(C(=O)NCCCn3ccnc3)cc12	2	-17	1	16	19	-6	-7	15	1	17	-10
CCCC(=O)N1CCc2cc(OC)c(OC)cc2C1c1cc2cc3c(cc2[nH]c1=O)OCO3 (stereo unspecified)	-6	-7	-4	-6	4	8	7	-7	-9	-10	-3
CCCNC(=O)c1cc2c(c(-c3cccc(-c4ccc(C#N)cc4)c3)n1)[C@@H](CCO)N(C(=O)CC)C2	6	/	2	-5	-22	/	/	-20	1	14	5
CC(Sc1nnnn1-c1ccccc1)C(=O)Nc1ccc(Cl)cn1 (stereo unspecified)	-1	-3	6	5	-3	7	4	13	22	11	4
C#CCN(C[C@H]1[C@H](OC(=O)NCc2ccc(OC)c(OC)c2)[C@H](OC(=O)NCc2ccc(OC)c(OC)c2)C[C@H]2C(=O)N(c3ccccc3)C(=O)[C@@H]12)S(=O)(=O)c1ccc(C)cc1	8	-15	-4	-3	-15	-10	-36	-24	-6	-18	2
COCc1cc(N2CCN(c3ccccc3F)CC2)nc(-c2ccccc2)n1	-7	2	2	13	-20	7	-5	31	-4	-4	-5
Cc1cc(OC(=O)c2ccc(Cl)cc2Cl)nc(C)n1	5	7	-4	-12	-16	0	-12	-8	-2	-11	-3
COc1ccc2[nH]c(C)c(C(=O)CN3CCOCC3)c2c1	4	-3	-1	8	-11	-4	-9	5	14	24	-4
CC(=O)Nc1ccc(NC(=O)CSc2nnc(-c3cc4ccccc4o3)n2C)cc1	0	12	5	-12	5	1	3	-11	13	43	2
O=S(=O)(c1ccc(Cl)cc1)N1CCN=C1SCc1cccc(Cl)c1	-2	9	2	18	12	7	8	27	4	0	-5
Cc1ccc(C)c(C(=O)N(Cc2nc(-c3ccc(Cl)cc3)no2)C(C)C)c1	-1	10	1	19	10	4	-8	39	23	2	-7

Complete entries, quoted from the list. Values in the order: ABHD5 PLIN5 PPI, NCOA3 inh, Granule exo inh, TROY NFkB inh, SRC2 inh, TLR9-MyD88 inh, NCOA1 inh, TWEAK-Fn14 inh, NR2F2 inh, NR5A2 inv ag, NOD2-RIPK2 inh
Entry for `Cc1cc(OC(=O)c2ccc(Cl)cc2Cl)nc(C)n1` → 5, 7, -4, -12, -16, 0, -12, -8, -2, -11, -3
Entry for `COCc1cc(N2CCN(c3ccccc3F)CC2)nc(-c2ccccc2)n1` → -7, 2, 2, 13, -20, 7, -5, 31, -4, -4, -5

Next section.
SMILES	ABHD5 PLIN5 PPI	NCOA3 inh	Granule exo inh	TROY NFkB inh	SRC2 inh	TLR9-MyD88 inh	NCOA1 inh	TWEAK-Fn14 inh	NR2F2 inh	NR5A2 inv ag	NOD2-RIPK2 inh
O=S(=O)(N[C@@H]1CC[C@H](CCNS(=O)(=O)c2ccccc2Cl)O[C@@H]1CO)c1ccccc1	-9	/	-3	/	-31	/	/	/	-13	15	1
CC1c2cc3c(cc2CCN1C(=O)c1cccc(F)c1)OCCCO3 (stereo unspecified)	0	20	0	-19	10	3	1	0	19	8	1
Cc1cc(N/N=C\c2ccccc2)nc(-c2ccccc2O)n1	-12	-22	0	-16	1	17	-10	46	-6	-33	-17
Cc1cc(C(=O)Nc2ccc(Br)cc2F)n(-c2ccccc2)n1	-4	-3	-10	-7	10	-6	9	6	6	13	9
Cc1nc2sc(C(c3ccc(F)cc3)N3CCOCC3)c(O)n2n1 (stereo unspecified)	-2	10	0	12	6	-3	14	-10	4	3	-7
COc1ccc(C(=O)N/N=C\c2ccc(OC)c(COc3ccccc3Br)c2)c(OC)c1	1	0	1	-15	4	-3	-26	-8	-21	11	-7
Cc1c(/C=N/NC(=O)c2cc(Br)ccc2O)c(=O)n(C)c(=O)n1C	-4	1	-2	-41	-22	-13	-9	-16	-20	9	-1
CC(C)(C)c1ccc2cccc(F)c2n1	-6	-4	-4	-6	19	/	4	9	-2	18	-5
CCCSc1nc(-n2ncc(C#N)c2N)c2c3c(sc2n1)CCC(C)C3 (stereo unspecified)	-10	-9	-1	6	9	1	-3	11	18	-3	-2
Cc1cc(C(=O)N/N=C2\CC(=O)CC(C)(C)C2)c(C)n1-c1ccccc1	-1	13	-1	53*	-16	-2	7	22	-12	-3	-2
O=C(Nc1ccc(Cl)c(Cl)c1)C1=Cc2ccccc2OC1	-8	-65	12	/	-29	7	-53	-6	-24	-100	-4
COc1ccc2oc(C(=O)Nc3ccccn3)c(C)c2c1	-1	-91	0	8	-82	-7	-92	52*	-30	-88	0
CN1[C@@H]2CC[C@H]1CC(OC(=O)c1c[nH]c3ccccc13)C2 (stereo partly specified)	-1	2	0	-12	12	2	-4	4	-4	22	-3
COc1cc(NC(=S)N2CCN(c3ccccn3)CC2)cc(OC)c1	0	5	-2	-11	-4	-1	19	17	12	-8	-11
O=C(CNC(=O)Cc1ccccc1)N=Nc1c(O)[nH]c2ccccc12	-7	20	-9	-5	-23	-10	12	-11	16	9	-7
Oc1ccc(Cl)cc1CNc1ccccn1	1	-24	-16	-31	-49	-1	-20	-40	-2	-15	-1
Cc1ccc(NC(=O)Cn2cc(S(=O)(=O)c3ccc(C)cc3)c(=O)c3cc(F)ccc32)cc1	-6	4	-4	-5	-16	3	-13	6	-3	12	-20
C/C(=N/NC(=O)CNC(=O)Cc1ccccc1)c1ccc(Cl)cc1	0	2	-1	-4	4	/	-5	17	1	24	-9
COc1ccc(C(=O)NNC(=S)NC(=O)c2ccc(Br)o2)cc1OC	-2	2	-4	1	-18	-4	-6	7	-21	-4	-8
CSc1ccccc1C(=O)NC1CCCCCC1	-8	13	2	-9	10	-4	5	0	-12	7	-2
O=C(NN=c1c(=O)c2ccccc2c1=O)c1ccccc1	-15	-4	4	-41	21	-6	5	-33	-9	20	-11
COc1ccc(OCCCC(=O)ON=C(N)c2ccccc2Cl)cc1	-1	5	-8	-9	8	-3	-4	-7	14	4	-9
Cc1cc(C(=O)COc2ccc(Br)cc2F)c(C)n1C1CC1	-2	-36	-1	-1	-15	-3	-24	-7	0	-47	13
CCN(CC)C(=O)CSc1nnc(CNc2ccc(F)cc2)n1Cc1ccco1	2	-3	0	16	13	8	-13	6	-14	-10	-3
Cc1cc2oc(=O)cc(-c3ccccc3)c2c(C)c1-c1ccc(N(C)C)cc1	-7	13	-4	8	14	-4	-11	7	-17	57	4
Cc1cccc(OCCc2c(C)[nH]c(=S)[nH]c2=O)c1	0	13	1	-9	-2	11	-2	7	-21	1	7
COc1ccccc1NC(=O)CSCC(N)=O	0	11	3	9	-21	6	-4	10	3	-14	9
COc1cc2oc(=O)ccc2cc1[C@H](O)[C@@H](O)C(C)(C)O	1	-16	1	-12	-11	1	1	4	-11	-15	-4
COc1ccc(N(C)S(=O)(=O)c2ccc3c(c2)oc(=O)n3C)cc1	1	-13	-1	13	7	3	-56	11	-7	24	0
Cc1ccc(C)c(NC(=O)CSc2nc(C)cc(C)c2C#N)c1	-1	6	-1	4	-24	-13	1	-3	-10	10	-6
CCN(C[C@H]1N[C@@](Cc2ccccc2)(C(=O)OC)[C@H]2C(=O)N(C)C(=O)[C@@H]12)C(=O)Nc1ccc(F)cc1	4	5	-3	-11	-11	1	3	-4	19	-13	-3
CCn1c(CCc2ccccc2)nc2ccccc21	6	-43	-3	-29	0	1	-24	-11	-1	-32	2
OC(COc1ccccc1)CN1CCN(c2ncccn2)CC1 (stereo unspecified)	-1	7	7	8	9	-2	0	8	6	-13	3
COCCCC1CCN(C(=O)c2cc(COc3cc(C)ccc3C)on2)CC1	-8	-87	-1	-27	-38	8	-106	-22	-70	-104	1
CC(C)(C)C(=O)Oc1ccc2cc(-c3ccc4ccccc4n3)c(=O)oc2c1	-3	-15	8	-54	-13	14	-32	-1	-8	-2	-1
Cc1onc(-c2c(Cl)cccc2Cl)c1C(=O)c1c[nH]c(C(=O)NCCCN2CCOCC2)c1	0	3	0	-69	-27	-10	2	15	3	-9	-6
O=C(O)c1ccc(Cl)c(S(=O)(=O)NCC2CCCO2)c1 (stereo unspecified)	-2	-9	2	2	-12	-3	-1	0	0	-9	7
COc1ccc(-c2nnc(NC(=O)CSc3ccccc3)s2)cc1OC	12	16	-1	-10	-5	2	25	23	-7	-3	1
O=C(N/N=C/c1cccc(O)c1)c1ccc(COc2ccc3c(c2)CCC3)o1	-1	-18	1	30	-25	-6	-72	-20	-12	-86	3
CC(C)CC[n+]1ccn(-c2nc3ccccc3nc2[N-]S(=O)(=O)c2ccccc2)c1	0	-5	-3	1	0	8	-8	3	-8	-24	-4
Cc1[nH]n(C(N)=S)c(=O)c1N=Nc1ccc(Cl)cc1Cl	1	-56	-2	0	-13	-18	-43	-7	3	-19	-8
CCOc1ccc(/C=N/NC(=O)c2ccc(CSc3nc4ccccc4[nH]3)cc2)cc1	-2	11	-2	-2	3	-2	-7	-20	1	12	-4
Cc1cc(C)n(CCNS(=O)(=O)c2ccc(Cl)cc2)n1	10	6	1	7	-11	-1	9	8	1	14	-3
c1nnnn1C12CC3CC(CC(C3)C1)C2	-3	-6	0	-7	-5	6	-1	9	-9	-29	6
COc1ccc(CNC(=O)CN(C(=O)CCC(=O)Nc2ccccn2)c2ccccc2OC)cc1	6	13	0	-3	6	-8	8	10	5	-1	-11
CC(=O)c1ccc(N2CCN(c3ccc(S(=O)(=O)NCCN(C)C)cc3[N+](=O)[O-])CC2)cc1	3	10	2	6	-4	-5	9	-6	11	-6	-5

Screening data deposited in PubChem by several laboratories.
